SMARCA2 activ – SMARCA2 (BRM) function activators, primary screen, cell-based, luminescence, high throughput | MG213 cells, MMTV-luciferase reporter, dexamethasone, overnight | AID 652017, 2013 | actives 1% (n = 370,000) | activation, % at 9.1 µM; in the data active = activation above about 7.8%;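 note: 0% = vehicle wells and 100% = reference activator wells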
hcDAF12 agonist – H. contortus DAF-12 nuclear receptor activators, primary screen, cell-based, luminescence, HEK293, lit1-tk-luc reporter | actives 1.4% (n = 370,000) | activation, % at 6.8 µM | HEK293 hcDAF-12 lit1-tk-luc reporter; 0% DMSO, 100% Δ7-dafachronic acid;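 active = activation above the mean of all tested compounds plus 3 SD, cut at about 5.5% in these data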;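 note: 100% = response to 3 µM Δ7-dafachronic acid high control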
ADAM17 inh – ADAM17 inhibitors, primary screen, biochemical, QFRET; recombinant ADAM17, EDANS/DABCYL FRET peptide cleavage; actives 0.83% (n = 370,000); inhibition, % at 6.95 µM; Disintegrin and metalloproteinase domain-containing protein 17 (Homo sapiens), P78536;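 active = inhibition above the mean of compounds lying between control limits plus 3 SD, set per campaign, cut at about 8.5% in these data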;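 note: 0% = DMSO-only wells as the low control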
Rev-erbA mod – modulators of Rev-erb alpha DNA binding, primary screen, biochemical, FITC-DNA, fluorescence polarization, uHTS; Rev-erbα–FITC-DNA binding, 90 min; activity, % at 10 µM; actives 0.79% (n = 370,000); AID 1259318, 2017;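 active = activity above about 14%, limit read from the data; passing the limit was not always enough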;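 note: 0% = DMSO wells with 35 nM protein and 100% = DMSO wells with 750 nM protein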
PLC-beta3 inh – human PLC-beta3 inhibitors, primary screen, biochemical, fluorescence. 1-phosphatidylinositol 4,5-bisphosphate phosphodiesterase beta-3 (Homo sapiens), Q01970. Purified PLC-beta3, fluorogenic substrate. inhibition, % at 12.2 µM. actives 0.18% (n = 370,000). AID 720704, 2013; in the data active = inhibition above about 11%;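 note: 0% = median of compound wells on plate and 100% = full blocker control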
PLCg1 inh – PLC-gamma1 enzyme inhibitors, primary screen, biochemical, fluorescence, purified enzyme. 1-phosphatidylinositol 4,5-bisphosphate phosphodiesterase gamma-1 (Homo sapiens), P19174. fluorogenic substrate. inhibition, % at 12.2 µM. actives 0.84% (n = 370,000); in the data active = inhibition above about 9.5%
DAX1 inh-1 – DAX1 (NR0B1) inhibitors on StAR promoter, primary screen, cell-based, luminescence, SF-1 (NR5A1), full-length DAX-1; actives 1.1% (n = 370,000); inhibition, % at 6.8 µM; AID 652010, 2013; HEK293T StAR-luciferase reporter, SF-1/DAX-1 repression relief;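 active = inhibition above the mean over all tested compounds plus 3 SD, cut at about 3.6% in these data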;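 note: 0% = DAX-1 cells with DMSO and 100% = cells lacking DAX-1 with DMSO; higher inhibition means more luminescence from relief of DAX-1 repression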
MBD2 inh – inhibitors of MBD2 binding to methylated DNA, primary screen, biochemical, TR-FRET, DNA-binding domain, human | MBD2 binding to methylated oligonucleotide | inhibition, % at 4.4 µM | actives 0.31% (n = 370,000) | AID 686964, 2013; in the data active = inhibition above about 13%
Target sequence (Q9UBB5 whole entry, looked up, the tested form may be a part): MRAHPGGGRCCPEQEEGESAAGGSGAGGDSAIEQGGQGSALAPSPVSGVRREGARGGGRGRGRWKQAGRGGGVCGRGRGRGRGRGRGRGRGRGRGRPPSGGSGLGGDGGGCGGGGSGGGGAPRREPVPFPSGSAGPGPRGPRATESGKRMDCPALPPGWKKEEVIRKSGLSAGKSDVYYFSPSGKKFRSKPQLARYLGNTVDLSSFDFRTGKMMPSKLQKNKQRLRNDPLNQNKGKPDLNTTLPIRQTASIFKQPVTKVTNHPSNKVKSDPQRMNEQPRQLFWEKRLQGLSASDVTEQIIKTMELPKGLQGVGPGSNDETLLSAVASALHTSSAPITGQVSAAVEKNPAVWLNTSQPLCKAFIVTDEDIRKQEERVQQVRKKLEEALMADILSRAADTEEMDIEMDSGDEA
hgDAF12 agonist – H. glycines DAF-12 receptor agonists, primary screen, cell-based, luminescence, HEK293, GAL4 fusion, UAS-luciferase; Nuclear hormone receptor DAF-12 (Heterodera glycines), GAL4 fusion; HEK293 GAL4-hgDAF12 UAS-luciferase reporter, agonist luminescence; normalized to butyrate control; activation, % at 6.8 µM; actives 1.8% (n = 370,000); AID 687014, 2013;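 active = activation above a cutoff set at the mean of all screened compounds plus 3 SD, cut at about 10% in these data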;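 note: 0% = DMSO wells and 100% = sodium butyrate wells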
ssDAF-12 act – S. stercoralis DAF-12 nuclear receptor activators, primary screen, cell-based, luminescence, HEK293, GRIP1 co-expression, lit1-tk-luc | Nuclear hormone receptor DAF-12 (Strongyloides stercoralis) | HEK293 ssDAF-12/GRIP1 lit1-tk-luc reporter; % of 3 µM dafachronic acid response | activation, % at 6.8 µM | actives 1% (n = 370,000) | AID 652126, 2013;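 active = activation above the mean over all tested compounds plus 3 SD, cut at about 0.9% in these data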;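 note: 0% = DMSO-only wells and 100% = 3 µM delta7-dafachronic acid wells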
DAX1 inh-2 – DAX1 (NR0B1) inhibitors, primary screen, cell-based, HEK293, Gal4-DAX1, luciferase luminescence; AID 504766, 2011; inhibition, % at 6.75 µM; actives 0.99% (n = 340,000); HEK293 Gal4-DAX1 luciferase reporter; Nuclear receptor subfamily 0 group B member 1 (Homo sapiens), P51843;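 active = inhibition above the mean over all tested compounds plus 3 SD, cut at about 4.2% in these data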;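 note: 0% = DAX1-transfected cells with DMSO and 100% = empty-vector control cells with DMSO; inhibition shows as a rise in luminescence from relieved DAX1 repression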
Target sequence (P51843 207-470 limits assumed): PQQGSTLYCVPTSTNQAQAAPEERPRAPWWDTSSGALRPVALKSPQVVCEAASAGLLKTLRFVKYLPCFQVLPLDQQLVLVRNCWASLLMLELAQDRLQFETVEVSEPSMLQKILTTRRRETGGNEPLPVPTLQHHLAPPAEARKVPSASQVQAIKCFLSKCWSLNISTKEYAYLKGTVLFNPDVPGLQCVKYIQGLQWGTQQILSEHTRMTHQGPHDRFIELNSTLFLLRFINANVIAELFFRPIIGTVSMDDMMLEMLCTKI
Starred values were filed as active, the others as inactive; nt = no result given. Not a hit list; 7.4% or so of the library scored in one or more.

Order of results – SMARCA2 activ, hcDAF12 agonist, ADAM17 inh, Rev-erbA mod, PLC-beta3 inh, PLCg1 inh, DAX1 inh-1, MBD2 inh, hgDAF12 agonist, ssDAF-12 act, DAX1 inh-2
> CC1(C)CC(=O)C2=C(C1)N(c1ccccc1)C(N)=C(C#N)C2c1cccnc1 (stereo not drawn)
    2, -1.4, -2, -1, -8, -2, -0.4, 1, -0.6, -1.1, -0.1
> CCCOc1c(OC)cccc1C1CC(=O)Nc2cc(OC)c(OC)c(OC)c21 (stereo not drawn)
    1, -1.1, 1, 1, 1, 4, 0.5, 0, -2.1, -1.4, 1.2
> O=C(CN1C(=O)NC2(CCCCC2)C1=O)NCc1cccs1
    -2, 0.1, -2, -6, 4, 1, -0.3, 4, 0.6, -1.6, -0.2
> O=C1CCCCCC1C1(O)C(=O)Nc2ccccc21 (stereo not drawn)
    1, -0.2, -1, 2, 0, -1, 0.4, -6, 0.6, -0.6, -0.5
> CC(C)(C)c1ccc(CSc2nnc(-c3cccs3)o2)cc1
    -2, 1.6, -2, -1, 0, 0, -0.6, 2, 5.7, -0.7, nt
> COc1ccccc1OCc1nnc(SCC(=O)NCc2ccco2)n1-c1ccccc1
    -2, -1.5, -3, 8, 0, -2, 1.0, 1, 2.3, -1.2, -0.9
> Cc1cccn2c(=O)c3cc(C(=O)NCCc4ccccc4)c(=N)n(Cc4ccco4)c3nc12
    -3, 1.6, -218, -31, -422, -246, 0.0, -4, -2.3, -1.4, -0.4
> CCc1ccccc1OCC(=O)Nc1cccc(S(=O)(=O)NCc2ccco2)c1
    -1, -2.0, 0, -2, -8, 0, -2.1, -3, -3.4, -1.6, 0.0
> O=C(O)CCSC1CC(=O)N(c2ccccc2)C1=O (stereo not drawn)
    0, 1.1, -4, 3, -4, 1, -0.9, 1, 0.5, -0.5, -0.4
> Cc1ccc(C2=NN3C(C2)c2ccccc2OC32C(=O)Nc3ccccc32)cc1 (stereo not drawn)
    0, 19*, 6, 3, -11, -15, 5.3*, -7, 25*, 2.2*, 2.1
> CN1CCN(S(=O)(=O)c2ccc(N(C)Cc3c(F)cccc3Cl)nc2)CC1
    3, -0.1, -5, -12, -5, -1, 0.5, 1, -0.5, -1.5, 0.7
> COc1ccc(-n2ncc3c2CC(C)(C)CC3NC(=O)CCc2c(C)nn(C)c2C)cc1 (stereo not drawn)
    -3, -1.8, 1, 0, 0, 3, -0.1, -7, 0.5, -1.2, 0.0
> CCCCOC(=O)C1=C(C)Nc2ncnn2C1c1ccc(OC)c(OC)c1OC (stereo not drawn)
    -4, -1.4, -1, -2, 1, 1, -0.9, -2, 0.0, -1.7, 0.4
> CCOC(=O)CCSCC(=O)N1N=C(c2cccs2)CC1c1ccc(C)cc1 (stereo not drawn)
    -1, -3.5, -15, 5, -76, -62, 0.3, -1, 1.1, -2.0, -0.1
> CC(=O)c1ccc(N2C(=O)[C@@H]3[C@H](C2=O)[C@H]2c4ccccc4C=NN2[C@@H]3C(C)=O)cc1
    1, 0.4, -7, -1, -14, -9, 0.0, 0, 0.8, -1.6, -0.1

Next section.
Order of results – SMARCA2 activ, hcDAF12 agonist, ADAM17 inh, Rev-erbA mod, PLC-beta3 inh, PLCg1 inh, DAX1 inh-1, MBD2 inh, hgDAF12 agonist, ssDAF-12 act, DAX1 inh-2
> CC(C)Oc1ccc(C(CC(=O)NCCCN(C)C)c2ccc(F)cc2)cc1 (stereo not drawn)
    -5, 0.5, -4, 0, 1, 2, -0.1, 0, 5.0, -1.1, 0.5
> c1ccc(Cn2ccc(-c3cnc(-c4ccccc4)s3)n2)cc1
    5, 3.4, -323, 2, -266, -214, 2.0, -1, 12*, 0.0, 0.4
> CS(=O)(=O)N(CC(=O)Nc1cccc(F)c1)c1cccc([N+](=O)[O-])c1
    -3, 0.8, -3, 4, -1, -2, -0.9, -1, -2.7, -1.6, 1.6
> CCc1ccc(OCC(=O)NC(NC(=S)Nc2ccc(C)cc2C)C(Cl)(Cl)Cl)cc1 (stereo not drawn)
    -2, -0.3, 6, -1, 3, 3, 0.8, -4, 0.1, -0.1, 0.0
> O=C(CNc1ccccc1C(=O)O)c1ccccc1
    3, 7.7*, -26, 2, -22, -11, 0.9, 3, 1.1, 0.5, 1.0
> COc1ccc(C(=O)OCC(=O)NC(=O)NC2CCCC2)cc1[N+](=O)[O-]
    4, 0.5, -3, -6, -1, -1, -1.1, 2, 0.8, -1.4, 2.1
> CCOc1cccc2c1OC1(C)CC2NC(=O)N1Cc1ccccc1 (stereo not drawn)
    7, 1.1, -1, -3, -5, 6, 0.6, -4, 1.2, -1.1, -2.2
> COc1ccccc1CNC(=O)CN(CCc1ccccc1)S(C)(=O)=O
    -2, 1.1, 0, -1, 0, -1, -0.5, -3, -1.2, -1.2, -0.4
> CC(C)N(C(=O)COc1ccc(Br)cc1Cl)C(C)C
    -4, -1.9, -3, 0, 3, 0, -0.9, -3, 0.0, -1.8, -1.2
> COc1ccccc1N1CCN(C(=O)c2ccc3ncsc3c2)CC1
    1, -0.8, -3, -6, -8, -2, -1.7, 0, 1.4, -2.1, -3.3
> COc1ccccc1CNC(=O)Cn1c(=O)oc2cc(Cl)ccc21
    -2, 0.9, -2, 6, -4, 0, 0.3, 3, 5.3, -1.3, 0.3
> C=CCn1c(SCC(=O)Nc2cccc3ccccc23)nc(O)c(CC)c1=O
    -2, 2.0, -6, 5, -5, -11, -1.4, -4, 1.5, -1.0, 0.0
> CCOc1ccc(CC(=O)Nc2cc(=O)n(C)c(=O)n2C)cc1
    6, -0.9, 2, 1, -1, 2, 0.7, -5, -1.7, -1.3, 0.0
> C=CCC1(CC=C)CCCN1C(=O)CC1C(=O)NCCN1Cc1ccccc1OC (stereo not drawn)
    -2, 0.1, -6, -3, -4, -3, -0.6, 5, 1.4, -0.6, 2.5
> O=C(NNc1cccc(Cl)n1)c1c(F)cccc1F
    -1, -0.3, -6, -3, -9, -2, 0.2, 5, -5.4, -1.3, 0.1

Next section:
Order of results – SMARCA2 activ, hcDAF12 agonist, ADAM17 inh, Rev-erbA mod, PLC-beta3 inh, PLCg1 inh, DAX1 inh-1, MBD2 inh, hgDAF12 agonist, ssDAF-12 act, DAX1 inh-2
> COC(=O)[C@@]12CCCCN1[C@H](c1ccc(-c3cc(C(C)=O)cs3)c(OC)c1)[C@H]1C(=O)N(C)C(=O)[C@H]12
    0, 1.6, -35, 41*, -41, -36, -0.6, 0, -0.8, -0.9, 0.2
> CCCCCCCC(=O)N/N=C(/C)c1c(O)cc(C)oc1=O
    -2, 0.2, 3, 2, -29, -16, 1.5, -1, 0.8, 0.0, -0.5
> COc1ccc(C(C)=O)cc1COC(=O)c1ccc(C)c(S(=O)(=O)N2CCOCC2)c1
    -1, -0.5, -3, 9, -9, 4, -3.4, 2, -0.5, -1.9, 0.3
> CCCCNC(=O)C1(C)CCCCN1C(=O)c1sccc1C (stereo not drawn)
    -1, -1.2, -1, -2, 5, 2, 1.5, -3, -2.4, -2.1, nt
> CCOC(=O)CCNC(=O)CCc1nnc(CCCc2ccccc2)o1
    1, -0.1, -6, 9, -9, -2, 0.3, 6, 4.6, -0.4, 0.8
> COc1ccc(-c2nnc(SC(=O)N3c4ccccc4Sc4ccccc43)o2)cc1
    -4, -2.0, -2, 4, -101, -14, -1.3, -2, -1.9, -1.5, -1.5
> CCCCCCN1C=CC(=C2C(=O)c3ccccc3C2=O)C=C1
    8, 8.6*, -4, -4, -2, -3, 9.4*, 3, 14*, 1.1*, -1.7
> CCc1nnc(NC(=O)c2cccc(S(=O)(=O)N(C)c3ccc(OC)cc3)c2)s1
    -4, 0.4, 1, -5, -2, -6, 0.1, -7, 0.0, -1.2, -0.5
> COCCNC(=O)[C@@H]1CCCN1C(=O)C1CCN(S(=O)(=O)c2ccc(C)cc2)CC1
    0, 0.6, -6, -2, -4, 2, -0.1, 2, 0.4, -1.3, -0.2
> CSc1ccccc1NC(=O)c1cc(S(=O)(=O)N(C)C)ccc1N1CCCC1
    0, -1.0, -2, -1, -10, -6, -2.5, -5, -0.5, -1.0, -0.4
> O=C1c2ccccc2C(=O)N1Cc1nc(-c2ccncc2)no1
    -2, -1.2, -1, 1, -1, -1, -0.7, -6, -0.5, -1.6, 0.7
> COc1ccc(Cn2cc(COC(=O)N(C)Cc3ccccc3)nn2)cc1
    1, -0.6, -3, 3, 1, 0, -0.7, 2, 2.7, -1.1, nt
> COc1cc(OC)cc(-c2c(Sc3ccccc3)c3cc(-c4ccc(OC)c(F)c4)ccc3n2C)c1
    4, 0.9, 0, 21*, 1, 2, -1.4, -7, -0.3, -1.5, nt
> Cc1csc(NC(=O)c2ccc3c(=O)n4c(nc3c2)CCCCC4)n1
    0, 2.1, 1, 9, -5, 0, 2.2, -2, 10, -0.3, -0.3
> CC(C)CCNC(=O)NC(=O)COC(=O)/C=C/c1cnc2ccccc2n1
    -2, 0.1, -3, -2, -3, -1, -0.2, -2, 0.5, -0.3, -1.4
> COc1cc(C#Cc2ccc3cc(CCO)oc(=O)c3c2)cc(OC)c1
    4, 3.7, -26, 4, -76, -58, 1.3, 2, 7.0, -0.3, 2.3

3 structures from above, sorted by length of the SMILES, smallest number first.
Order of results – SMARCA2 activ, hcDAF12 agonist, ADAM17 inh, Rev-erbA mod, PLC-beta3 inh, PLCg1 inh, DAX1 inh-1, MBD2 inh, hgDAF12 agonist, ssDAF-12 act, DAX1 inh-2
> Cc1csc(NC(=O)c2ccc3c(=O)n4c(nc3c2)CCCCC4)n1
    0, 2.1, 1, 9, -5, 0, 2.2, -2, 10, -0.3, -0.3
> COc1ccc(-c2nnc(SC(=O)N3c4ccccc4Sc4ccccc43)o2)cc1
    -4, -2.0, -2, 4, -101, -14, -1.3, -2, -1.9, -1.5, -1.5
> COc1ccc(C(C)=O)cc1COC(=O)c1ccc(C)c(S(=O)(=O)N2CCOCC2)c1
    -1, -0.5, -3, 9, -9, 4, -3.4, 2, -0.5, -1.9, 0.3

Screening data: PubChem, several laboratories
